GalR3 antagonist: antagonists of human GalR3; HEK293 GalR3-CNG cAMP membrane potential fluorescence; galR3 body fused to GalR1 C-terminus; hit rate 0.44% among 360,000; AID 651719; inhibition, % at 3 µM; O60755;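 active = inhibition above the screen-wide average plus 3 SD, cut at about 13% in these data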;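 note: forskolin and galanin both at EC90 stimulate the cells; cAMP rise reported by CNG channel membrane potential dye signal; 0% = forskolin plus galanin with DMSO and 100% = forskolin alone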
IDE cell activ: boosts human insulin-degrading enzyme activity in HEK cells; hit rate 0.073% among 340,000; activation, % at 5.96 µM; FAbeta-B cleavage, fluorescence polarization; 0% vehicle, 100% cell-free pure enzyme wells;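 active = activation above the mean of all tested compounds plus 3 SD, set per screening campaign, cut at about 17% in these data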
pCIP destab: compounds decreasing mouse p/CIP protein stability | Q05BA5 | F442A p/CIP-EGFP cells, EGFP fluorescence, 16 h | decrease of EGFP signal, % at 10 µM | hit rate 0.01% among 290,000 | AID 1984;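 active = EGFP signal decrease of at least 30% at 10 µM or well 3 SD below plate mean, unless failing retest; inactive = the rest, including hits failing retest or dose response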; note: some compounds called inactive have numbers as strong as hits; many of its hits are not listed in these tables
CHRM4 PAM: positive allosteric modulators of human muscarinic M4 receptor; P08173; CHO-K1 hM4/Gqi5, Fluo-8 calcium fluorescence, ACh EC20; 0% = ACh EC20, 100% = maximal ACh; activation, % at 3 µM; hit rate 0.4% among 360,000; AID 624126;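 active = activation above its plate's cutoff, the mean activation of sample wells plus 3 SD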; note: some results filed as inactive read as strong as hits
Target sequence (P08173 whole entry, looked up): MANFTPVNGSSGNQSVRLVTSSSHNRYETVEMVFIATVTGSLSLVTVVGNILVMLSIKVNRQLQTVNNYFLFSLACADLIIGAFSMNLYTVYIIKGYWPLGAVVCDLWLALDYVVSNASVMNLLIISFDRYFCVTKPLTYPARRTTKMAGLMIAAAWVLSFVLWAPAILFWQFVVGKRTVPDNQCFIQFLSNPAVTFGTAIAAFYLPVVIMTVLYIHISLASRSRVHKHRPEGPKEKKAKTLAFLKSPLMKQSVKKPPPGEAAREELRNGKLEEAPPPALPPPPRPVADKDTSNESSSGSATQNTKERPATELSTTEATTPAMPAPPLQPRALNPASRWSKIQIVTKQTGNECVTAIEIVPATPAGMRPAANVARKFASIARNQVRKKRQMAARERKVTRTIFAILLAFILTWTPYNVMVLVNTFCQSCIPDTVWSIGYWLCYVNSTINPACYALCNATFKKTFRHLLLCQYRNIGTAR
CRFBP-R2 agonist: CRF-BP/CRF-R2 complex agonism; AID 588473; hit rate 0.46% among 350,000; HEK293 CRF-R2/CRF-BP, calcium dye fluorescence (FLIPR); percent of saturating CRF peptide response; activation, % at 13.2 µM;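 active = activation of at least 50%, plus an integration ratio under a set limit after plate pattern correction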;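 note: plate controls were neutral control wells without compound for no effect and CRF at EC100 for full effect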
IDE inh: inhibits human insulin-degrading enzyme in HEK cells. hit rate 0.41% among 320,000. inhibition, % at 5.59 µM. FAbetaB cleavage, fluorescence polarization. AID 434962. P14735;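 active = percent inhibition above the average of all tested compounds plus 3 SD, set per screening campaign, cut at about 16% in these data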;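 note: IDE supplied by intact live HEK cells; FP after avidin binding of uncleaved biotin substrate so inhibition keeps polarization high; 0% = DMSO wells and 100% = 60 µM reference IDE inhibitor Ii1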
PHOSPHO1 block: blocks human PHOSPHO1 phosphatase activity; Q8TCT1; recombinant PHOSPHO1, absorbance phosphatase assay; hit rate 1.1% among 290,000; inhibition, % at 13.3 µM; in the data active = inhibition above about 60%
CRFR2-BP antag: blocks CRF-induced signaling of the CRF-BP/CRF-R2 complex. HEK293 CRF-R2/CRF-BP, CRF-induced calcium fluorescence. inhibition, % at 11.8 µM. hit rate 0.59% among 350,000. AID 588475;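 active = inhibition of the ligand-induced calcium signal above about 50% at the single tested concentration, limit read from the data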
MEKK3 PB1 HTS: modulators (inhibitors or enhancers) of MEK5 binding to human MEKK3 PB1 domain; hit rate 1.4% among 290,000; binding response (% of control), % at 10 µM; bead-based flow cytometry, Alexa488-MEK5 binding to MEKK3; actives lie on both sides; 0 = blocked by unlabeled MEK5, 100 = vehicle; Q99759;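 active = binding response more than 3 SD above or below the average of its plate-row segment, actives on both sides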;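 note: Alexa488 bead fluorescence after subtracting the streptavidin-only scavenger bead signal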
Target sequence (Q99759 whole entry, looked up, the tested form may be a part): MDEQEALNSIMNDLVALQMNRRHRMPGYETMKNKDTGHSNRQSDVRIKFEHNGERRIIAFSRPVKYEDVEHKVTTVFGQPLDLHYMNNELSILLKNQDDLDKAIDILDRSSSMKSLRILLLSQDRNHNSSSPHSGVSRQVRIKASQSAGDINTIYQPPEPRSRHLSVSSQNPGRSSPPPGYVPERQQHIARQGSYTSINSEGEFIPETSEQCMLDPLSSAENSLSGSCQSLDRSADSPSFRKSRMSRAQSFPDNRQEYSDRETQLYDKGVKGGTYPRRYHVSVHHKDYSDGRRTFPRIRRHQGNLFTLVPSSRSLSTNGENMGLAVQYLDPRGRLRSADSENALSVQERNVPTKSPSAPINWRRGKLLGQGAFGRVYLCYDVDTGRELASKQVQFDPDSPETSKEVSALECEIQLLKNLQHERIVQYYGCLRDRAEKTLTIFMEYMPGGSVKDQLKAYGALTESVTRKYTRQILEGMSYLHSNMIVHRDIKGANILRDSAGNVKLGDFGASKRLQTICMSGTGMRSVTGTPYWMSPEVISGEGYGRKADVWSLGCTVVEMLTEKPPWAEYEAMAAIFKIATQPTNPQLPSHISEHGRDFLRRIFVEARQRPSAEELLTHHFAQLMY
* = called active by the depositor; & = joins results of further samples.

For CCOc1ccc(C(=O)Nc2ccccc2C(=O)O)cc1 the results were GalR3 antagonist 4.3, IDE cell activ -3.2, pCIP destab 19.7, CHRM4 PAM 2.5, CRFBP-R2 agonist 0.9, IDE inh 3.8, PHOSPHO1 block 12.6, CRFR2-BP antag 15.3 and MEKK3 PB1 HTS 104.0.
For Cc1cc(C(=O)COC(=O)C23CC4CC(CC(O)(C4)C2)C3)c(C)n1-c1c(C)n(C)n(-c2ccccc2)c1=O the results were GalR3 antagonist 0.9, IDE cell activ -1.5, pCIP destab -0.4, CHRM4 PAM -1.5, CRFBP-R2 agonist 0.7, IDE inh 1.3, PHOSPHO1 block -10.0, CRFR2-BP antag -0.6 and MEKK3 PB1 HTS 102.0.
`CCOc1ccccc1C(=O)N(Cc1cccs1)C1CCS(=O)(=O)C1` (centres undefined) gave GalR3 antagonist -0.5, IDE cell activ -5.4, pCIP destab -7.4, CHRM4 PAM 3.4, CRFBP-R2 agonist -0.2, IDE inh 4.2, PHOSPHO1 block 3.7, CRFR2-BP antag 7.4 and MEKK3 PB1 HTS 101.0.
Screening CN(C)c1nc(N(C)C)nc(N(C)C)n1 returned GalR3 antagonist -2.0, IDE cell activ -0.9, pCIP destab 0.1, CHRM4 PAM 0.4, CRFBP-R2 agonist -1.9, IDE inh -0.7, PHOSPHO1 block 1.1, CRFR2-BP antag 15.6 and MEKK3 PB1 HTS 88.0.
COc1ccc(Oc2cccc(Cl)c2CNC(=O)c2ccccc2C(=O)O)cc1 was read as GalR3 antagonist -4.2, pCIP destab 14.2, CHRM4 PAM -7.1, CRFBP-R2 agonist -0.8, IDE inh 0.4, PHOSPHO1 block -5.5, CRFR2-BP antag 0.0 and MEKK3 PB1 HTS 96.0.
Screening CN(CC(=O)Nc1cccc(F)c1)C(=O)CCCNC(=O)c1ccc(Cl)cc1 returned GalR3 antagonist -3.8, IDE cell activ 5.7, CHRM4 PAM 8.1, CRFBP-R2 agonist -2.2, IDE inh 3.1 and CRFR2-BP antag -0.2.
CN(C)/C=C/c1onc(-c2c(F)cccc2Cl)c1C#N was read as GalR3 antagonist -0.8, IDE cell activ 1.0, pCIP destab -5.8, CHRM4 PAM 11.9, CRFBP-R2 agonist -0.9, IDE inh -1.7, PHOSPHO1 block 32.5, CRFR2-BP antag -14.3 and MEKK3 PB1 HTS 106.0.
CCOCc1cnc(C)nc1NCC(=O)c1c(C)n(C)c2ccc(OC)cc12 was read as GalR3 antagonist -0.5, IDE cell activ 4.1, pCIP destab -5.4, CHRM4 PAM 7.8, CRFBP-R2 agonist -1.4, PHOSPHO1 block 92.3*, CRFR2-BP antag -7.8 and MEKK3 PB1 HTS 102.0.
Cc1ccc(S(=O)(=O)C2(C(=O)Nc3ccc4c(c3)OCO4)CC2)cc1 was read as GalR3 antagonist 1.0, IDE cell activ 1.4, pCIP destab -8.1, CHRM4 PAM 1.1, CRFBP-R2 agonist -2.9, IDE inh 3.6, PHOSPHO1 block 6.1, CRFR2-BP antag 5.9 and MEKK3 PB1 HTS 106.0.
`O=c1cc(O)c2sc(Nc3ccc(Cl)c(F)c3)nc2[nH]1` gave GalR3 antagonist -0.6, IDE cell activ -3.1, pCIP destab -13.9, CHRM4 PAM 1.9, CRFBP-R2 agonist -0.3, IDE inh -6.5, PHOSPHO1 block -44.4, CRFR2-BP antag 0.5 and MEKK3 PB1 HTS 99.0.
Screening Cc1ccc(-n2c(Cc3ccccc3)nnc2SCC(=O)NNC(=O)Cc2ccccc2)cc1 returned GalR3 antagonist -5.5, IDE cell activ 3.3, pCIP destab -10.5, CHRM4 PAM 13.4, CRFBP-R2 agonist -0.6, IDE inh 4.8, PHOSPHO1 block 36.0, CRFR2-BP antag -17.6 and MEKK3 PB1 HTS 103.0.
For O=C(CCNS(=O)(=O)c1ccc(Br)s1)Nc1ccc(Cl)cc1 the results were GalR3 antagonist -4.5, IDE cell activ -3.6, pCIP destab -12.4, CHRM4 PAM -6.9, CRFBP-R2 agonist -1.1, IDE inh 0.9, PHOSPHO1 block 8.3, CRFR2-BP antag -17.0 and MEKK3 PB1 HTS 96.0.
Screening Cn1c(=O)c(NC(=O)c2ccccc2)c2n(c1=S)CCCCC2 returned GalR3 antagonist -0.5, IDE cell activ 2.1, pCIP destab -6.8, CHRM4 PAM 3.6, CRFBP-R2 agonist 0.9, IDE inh 1.4, PHOSPHO1 block 54.0, CRFR2-BP antag -14.7 and MEKK3 PB1 HTS 101.0.
`COC(C(=O)Nc1ccnn1C1CCN(Cc2ccc(Cl)s2)CC1)c1ccccc1` (centres undefined) gave GalR3 antagonist -2.0, IDE cell activ 1.4, pCIP destab 10.0, CHRM4 PAM 1.0, CRFBP-R2 agonist 1.3, IDE inh 5.0, PHOSPHO1 block 29.0, CRFR2-BP antag -14.3 and MEKK3 PB1 HTS 98.0.
`COc1ccc(C)cc1NC(=O)CN1C(=O)CSc2ccc(S(=O)(=O)N3CCCC3)cc21` gave GalR3 antagonist -9.0, IDE cell activ 1.4, pCIP destab -15.1, CHRM4 PAM -1.8, CRFBP-R2 agonist 0.4, IDE inh 3.1, PHOSPHO1 block 46.9, CRFR2-BP antag -4.4 and MEKK3 PB1 HTS 98.0.
O=C(NC(=S)NCCN1CCOCC1)c1cccc(Cl)c1 was read as GalR3 antagonist -4.0, IDE cell activ 1.1, pCIP destab -7.1, CHRM4 PAM 24.7, CRFBP-R2 agonist 3.2, IDE inh 6.5, PHOSPHO1 block 50.0, CRFR2-BP antag -4.8 and MEKK3 PB1 HTS 101.0.
COc1ccc(Cl)cc1C(=O)NNC(=O)CCNC(=O)c1ccccc1 was read as GalR3 antagonist -2.9, CHRM4 PAM 4.0, CRFBP-R2 agonist 0.6 and CRFR2-BP antag -12.2.
Screening CN(C)C(CNC(=O)c1ccc2[nH]c(=O)c(=O)[nH]c2c1)c1ccco1 (centres undefined) returned GalR3 antagonist 5.9, IDE cell activ 3.4, CHRM4 PAM -1.2, CRFBP-R2 agonist 1.1, IDE inh 1.8 and CRFR2-BP antag -5.0.
`C#Cc1ccc([C@@H]2C=C(C(=O)NCc3ccccc3)O[C@H](OCc3ccc(CO)cc3)C2)cc1` gave GalR3 antagonist -6.0, IDE cell activ -2.3, pCIP destab 3.0, CHRM4 PAM -2.3, CRFBP-R2 agonist 5.9, IDE inh 0.6, PHOSPHO1 block 11.8, CRFR2-BP antag -40.2 and MEKK3 PB1 HTS 99.0.
Screening CSC(=NC1CCCCC1)NS(=O)(=O)c1ccccc1 returned GalR3 antagonist -6.5&-3.3, IDE cell activ 0.6&0.0, pCIP destab 11.0, CHRM4 PAM -0.8&-10.2, CRFBP-R2 agonist -2.8&-1.2, IDE inh -3.5, PHOSPHO1 block 2.7, CRFR2-BP antag 15.9&20.6 and MEKK3 PB1 HTS 102.0.
For Cc1cccnc1NS(=O)(=O)c1ccccc1 the results were GalR3 antagonist -5.3, CHRM4 PAM 6.7, CRFBP-R2 agonist -0.5 and CRFR2-BP antag -10.6.
Screening COc1ccc(Sc2cc(C(F)(F)F)nc(-c3ccccn3)n2)cc1 returned GalR3 antagonist -1.8, IDE cell activ 0.8, pCIP destab -13.2, CHRM4 PAM 4.9, CRFBP-R2 agonist 1.0, IDE inh -4.3, PHOSPHO1 block 24.4, CRFR2-BP antag -20.6 and MEKK3 PB1 HTS 102.0.
Screening Cc1cc(NC(=O)COC(=O)c2cnccn2)ccc1Br returned GalR3 antagonist 4.0, IDE cell activ 5.5, CHRM4 PAM 2.0, CRFBP-R2 agonist 1.7, IDE inh 1.9 and CRFR2-BP antag 8.9.
O=c1[nH]c(=O)n(Cc2ccco2)c2c1C(C(F)(F)F)(C(F)(F)F)N=C(c1ccc(F)cc1)N2 was read as GalR3 antagonist -4.4, IDE cell activ 8.2, pCIP destab 3.5, CHRM4 PAM -10.2, CRFBP-R2 agonist 25.9, IDE inh -1.9, PHOSPHO1 block -2.1, CRFR2-BP antag 28.8 and MEKK3 PB1 HTS 99.0.
Screening O=c1n(Cc2ccccc2Cl)nc2n1-c1ccccc1SC2 returned GalR3 antagonist -2.1, IDE cell activ 9.1, pCIP destab -6.8, CHRM4 PAM -14.3, CRFBP-R2 agonist -2.2, IDE inh -2.8, PHOSPHO1 block -0.8, CRFR2-BP antag 24.3 and MEKK3 PB1 HTS 94.0.
Screening COC(=O)c1ccc(-c2ccc(/C=N/N3C(=O)C4C5C=CC(CC5)C4C3=O)o2)cc1 (centres undefined) returned GalR3 antagonist -3.4, IDE cell activ 2.4, pCIP destab -5.5, CHRM4 PAM 4.4, CRFBP-R2 agonist -1.4, IDE inh 0.2, PHOSPHO1 block 32.3, CRFR2-BP antag -23.2 and MEKK3 PB1 HTS 96.0.
C=CCn1c(SCC(=O)NCCCC)nc2scc(-c3ccco3)c2c1=O was read as GalR3 antagonist -2.3, IDE cell activ -2.5, pCIP destab -17.8, CHRM4 PAM -7.9, CRFBP-R2 agonist 11.2, IDE inh -1.7, PHOSPHO1 block 3.4, CRFR2-BP antag -6.9 and MEKK3 PB1 HTS 106.0.
`COc1cc(CNCCc2ccc(S(N)(=O)=O)cc2)ccc1OCC(=O)N1CCCCC1` gave GalR3 antagonist -8.3, IDE cell activ 2.8, pCIP destab 0.8, CHRM4 PAM 3.2, CRFBP-R2 agonist 2.5, IDE inh 2.8, PHOSPHO1 block -21.4, CRFR2-BP antag 10.9 and MEKK3 PB1 HTS 98.0.
For COc1ccc(-c2csc(-c3cc4ccccc4oc3=N)n2)cc1 the results were GalR3 antagonist 1.1, IDE cell activ 2.1, pCIP destab -0.1, CHRM4 PAM -4.0, CRFBP-R2 agonist -1.7, IDE inh 5.8, PHOSPHO1 block -14.5, CRFR2-BP antag 3.5 and MEKK3 PB1 HTS 87.0.
CC(=O)Nc1cccc(NC(=O)c2ccc(COc3ccccc3)cc2)c1 was read as GalR3 antagonist -4.7, IDE cell activ 8.3, pCIP destab -4.4, CHRM4 PAM -5.8, CRFBP-R2 agonist -0.5, PHOSPHO1 block 30.4, CRFR2-BP antag -1.2 and MEKK3 PB1 HTS 103.0.

Four compounds out of the list, ordered by SMILES length, high to low.
C=CCn1c(SCC(=O)NCCCC)nc2scc(-c3ccco3)c2c1=O was read as GalR3 antagonist -2.3, IDE cell activ -2.5, pCIP destab -17.8, CHRM4 PAM -7.9, CRFBP-R2 agonist 11.2, IDE inh -1.7, PHOSPHO1 block 3.4, CRFR2-BP antag -6.9 and MEKK3 PB1 HTS 106.0.
For COc1ccc(-c2csc(-c3cc4ccccc4oc3=N)n2)cc1 the results were GalR3 antagonist 1.1, IDE cell activ 2.1, pCIP destab -0.1, CHRM4 PAM -4.0, CRFBP-R2 agonist -1.7, IDE inh 5.8, PHOSPHO1 block -14.5, CRFR2-BP antag 3.5 and MEKK3 PB1 HTS 87.0.
Screening O=c1n(Cc2ccccc2Cl)nc2n1-c1ccccc1SC2 returned GalR3 antagonist -2.1, IDE cell activ 9.1, pCIP destab -6.8, CHRM4 PAM -14.3, CRFBP-R2 agonist -2.2, IDE inh -2.8, PHOSPHO1 block -0.8, CRFR2-BP antag 24.3 and MEKK3 PB1 HTS 94.0.
For Cc1cccnc1NS(=O)(=O)c1ccccc1 the results were GalR3 antagonist -5.3, CHRM4 PAM 6.7, CRFBP-R2 agonist -0.5 and CRFR2-BP antag -10.6.
